High-throughput results (PubChem)
tuberculosis growth – growth inhibition of non-replicating M. tuberculosis (AID 488890); Mycobacterium tuberculosis non-replicating, growth inhibition; higher % means a stronger effect; one-dose inhibition, % at 25 µM; IC50 in µM for titrated hits; actives 0.39% (n = 320,000); in the data active means a potency from the dose series; inconclusive means inhibition mostly from about 82% at the one dose, without a potency; inactive means the rest, 99 in 100 with inhibition below about 76%;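 further: plate controls were DMSO cells for no effect and high antibiotic wells for full effect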
inhibitors of VEEV – inhibitors of VEEV TC-83 cytopathic effect, confirmation, Vero cells (AID 588727); Vero cells, VEEV TC-83 cytopathic effect inhibition; higher % means a stronger effect; inhibition, % at 20 µM, or IC50 in µM where a hit was titrated; actives 0.13% (n = 350,000); in the data active means a potency from the dose series; inconclusive means inhibition mostly from about 14% at the one dose, without a potency; inactive means the rest, 99 in 100 with inhibition below about 12%; further: strong numbers were not always called active
PhoP GFP inhibition – PhoP regulon inhibitors, Salmonella typhi PhoP promoter GFP reporter, confirmatory (AID 1850); inhibition, % at 50 µM; hits with a dose series show IC50 in µM; actives 0.33% (n = 310,000); Salmonella Typhi PhoP-promoter GFP reporter, fluorescence, 4 h; higher % means a stronger effect; in the data active means a potency from the dose series; inconclusive means inhibition mostly from about 25% at the one dose, without a potency; inactive means the rest, 99 in 100 with inhibition below about 19%;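 further: 0% = induced wells with vehicle and 100% = uninduced wells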
M. tuberculosis HTS – M. tuberculosis growth inhibition, HTS (AID 449762); M. tuberculosis H37Rv growth inhibition, 7H9 media; higher % means a stronger effect; inhibition, % at 25 µM; hits with a dose series show IC50 in µM; actives 0.59% (n = 330,000); in the data active means a potency from the dose series; inconclusive means inhibition above about 70% without an active follow-up result;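 further: bacterial growth assessed after seven days of incubation; strong numbers were not always called active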
H1N1 NS1A inhibition – H1N1 influenza NS1A inhibitors, functional cell based assay (AID 504329). inhibition, % at 12.5 µM, or IC50 in µM where a hit was titrated. actives 0.3% (n = 340,000). NS1A functional cell-based assay, percent inhibition; higher % means a stronger effect; in the data active means a potency from the dose series; inconclusive means inhibition above about 27% without an active follow-up result; further: strong numbers were not always called active
* = called active by the depositor; i = inactive; u = inconclusive; x = no result given; & = joins results of further samples.

#	compound	PhoP GFP inhibition	H1N1 NS1A inhibition	M. tuberculosis HTS
1	CCOc1ccccc1C1C(C#N)=C(N)N(N(C)C)C2=C1C(=O)CCC2 (stereo not drawn)	-14%	-8%	-4%
2	O=C(O)C1=C[C@@H](O)[C@@H](O)[C@H](O)C1	x	-4%	x
3	Cc1ccccc1NC(=O)COC(=O)/C=C/c1cccc(C(F)(F)F)c1	-5%	-9%	-9%
4	O=C(NC1CCCC1)C(c1ccc(F)cc1)N(Cc1ccccc1Cl)C(=O)CCl (stereo not drawn)	8%	14%	0%
5	Nc1ccc(S(=O)(=O)Nc2nc3ccccc3o2)cc1	7%	-2%	40%
6	CC1(C)CN=C(Nc2ccc(F)c(Cl)c2)S1	8%	-11%	1%
7	Cc1ccc(CN2CCSc3ccc(C(=O)NCC4CCCO4)cc32)cc1 (stereo not drawn)	-10%	8%	-1%
8	O=C(Nc1ccccc1)c1ccc(Br)o1	-1%	15%	3%
9	O=C1c2cccnc2C(Nc2ccc(Br)cc2Br)N1Cc1cccs1 (stereo not drawn)	-5%	x	-2%
10	Cc1ccc(/C=C/C(=O)c2c(C)cc(C)[nH]c2=O)cc1	12%	4%	5%
11	Cc1ccc(S(=O)(=O)NCc2c(-c3ccccc3)c3cc(Cl)ccc3[nH]c2=O)cc1	-9%	-3%	2%
12	CCCCCN(C(=O)CCC(=O)OCCOc1ccccc1Cl)c1c(N)n(CCCC)c(=O)[nH]c1=O	5%	2%	18%
13	Cc1ccnc2nc(C(=O)OCC(=O)NC3CCC(C)CC3)nn12 (stereo not drawn)	x	-9%	8%
14	O=S(=O)(Nc1nc2ccccc2nc1-[n+]1cccc(N=C([O-])c2ccccc2Cl)c1)c1ccccc1	-9%	x	27%
15	COc1ccc(-c2csc(Nc3cccc(C)n3)n2)cc1	-1%	1%	35%

#	tuberculosis growth	inhibitors of VEEV
1	2%	0.6%
2	x	0.1%
3	-9%	0.5%
4	26%	u
5	79%	1.2%
6	51%	3.9%
7	41%	1.9%
8	i	i
9	-8%	x
10	19%	7.0%
11	-3%	0.5%
12	25%	1.4%
13	6%	0.6%
14	43%	x
15	31%	8.6%

#	compound	PhoP GFP inhibition	H1N1 NS1A inhibition	M. tuberculosis HTS
16	CCc1nonc1NC(=O)COc1cc(C)c(Cl)c(C)c1	13%	-10%	1%
17	CCCOCCOC(=O)c1[nH]c2c(c1C)C(=O)CC(c1cc(OC)ccc1OC)C2 (stereo not drawn)	3%	2%	-4%
18	CCCc1cc(=O)n2nc(N3CCC(C(=O)N4CCN(c5ccc(OC)cc5)CC4)CC3)sc2n1	-9%	-1%	1%
19	COc1ccc(C(=O)N/N=C(\C)c2ccc(NC(=O)Cc3ccccc3)cc2)c(OC)c1	-10%	-10%	-4%
20	Cn1c(-c2ccc(F)cc2)cnc1NCc1cccc(F)c1	5%	-1%	-6%
21	Cc1cccc(N2CCN(C(=O)Cc3cn(C)c4ccccc34)CC2)c1C	-12%	1%	67%
22	CC1([N+](=O)[O-])COP(=O)(Nc2cccc(F)c2)OC1 (stereo not drawn)	x	2%	x
23	O=C(c1ccco1)N1CCN(c2ccc(F)cc2)CC1	-1%	3%	2%
24	COc1ccccc1NC(=O)c1cc2c(CO)cnc(C)c2oc1=Nc1ccccc1	-7%	2%	5%
25	CCOc1ccc(-c2nnc(SCC(=O)Nc3cc(C)on3)o2)cc1	6%	-5%	u
26	O=c1c2c(n3cnnc3n1-c1ccccc1)-c1ccccc1CC21CCCCC1	-9%	-2%	2%
27	CC(Oc1cc(-c2ccccc2)cc2ccccc12)C(=O)N1CCOCC1 (stereo not drawn)	9%	16%	63%
28	CCCCN(CC)CCNC(=O)c1cc2c(-c3ccc(Cl)cc3)nn(C)c2s1	1%	-6%	u
29	CCC(=O)Nc1nc2nc(C)cc(=O)n2[nH]1	-6%	-1%	-1%
30	COc1cc(C(=O)N/N=C\c2ccccc2)c([N+](=O)[O-])c(OC)c1OC	-6%	10%	1%

#	tuberculosis growth	inhibitors of VEEV
16	u	0.9%
17	7%	9.5%
18	12%	i
19	-9%	0.1%
20	32%	i
21	42%	1.5%
22	x	0.1%
23	80%	0.2%
24	0%	7.0%
25	u	i
26	2%	7.0%
27	54%	6.9%
28	8.6µM*	i
29	-4%	1.0%
30	18%	0.7%

Another view of four compounds above:
#20 Cn1c(-c2ccc(F)cc2)cnc1NCc1cccc(F)c1
  PhoP GFP inhibition = 5%
  H1N1 NS1A inhibition = -1%
  M. tuberculosis HTS = -6%
  tuberculosis growth = 32%
  inhibitors of VEEV = i

#27 CC(Oc1cc(-c2ccccc2)cc2ccccc12)C(=O)N1CCOCC1 (stereo not drawn)
  PhoP GFP inhibition = 9%
  H1N1 NS1A inhibition = 16%
  M. tuberculosis HTS = 63%
  tuberculosis growth = 54%
  inhibitors of VEEV = 6.9%

#30 COc1cc(C(=O)N/N=C\c2ccccc2)c([N+](=O)[O-])c(OC)c1OC
  PhoP GFP inhibition = -6%
  H1N1 NS1A inhibition = 10%
  M. tuberculosis HTS = 1%
  tuberculosis growth = 18%
  inhibitors of VEEV = 0.7%

#29 CCC(=O)Nc1nc2nc(C)cc(=O)n2[nH]1
  PhoP GFP inhibition = -6%
  H1N1 NS1A inhibition = -1%
  M. tuberculosis HTS = -1%
  tuberculosis growth = -4%
  inhibitors of VEEV = 1.0%

(continued)
#	compound	PhoP GFP inhibition	H1N1 NS1A inhibition	M. tuberculosis HTS
31	O=C(NCc1ccco1)C1CCCN(S(=O)(=O)c2ccccc2)C1 (stereo not drawn)	2%	2%	-7%
32	O=C(CSCc1ccccc1)N1CCN(c2cccc(C(F)(F)F)c2)CC1	0%	-14%	3%
33	COc1ccc(NC(=O)COC(=O)[C@@H]2CCCN2S(=O)(=O)c2ccccc2F)c(OC)c1	-1%	7%	-1%
34	CC1Oc2ccccc2N(Cc2ccc(F)cc2)C1=O (stereo not drawn)	6%	-6%	-2%
35	Cc1ccc2nc(SCc3cn4c(C)cc(C)nc4n3)[nH]c2c1	9%	x	6%
36	COc1ccc(NC(=O)C2CCN(c3cc(-c4ccccc4)nc4ncnn34)CC2)cc1OC	-6%	-8%	-9%
37	CC(C)CN(C(=O)COC(=O)/C=C/c1ccccc1)C1CCS(=O)(=O)C1 (stereo not drawn)	x	-11%	-5%
38	FC(F)(F)c1cc(-c2ccco2)nc(N2CCN(Cc3ccccc3)CC2)n1	2%	1%	-3%
39	COC(=O)C1CCN(C(=O)COC(=O)CNS(=O)(=O)c2ccc(SC)c([N+](=O)[O-])c2)CC1	-3%	-4%	-2%
40	Cc1ccc(N2CC(C(=O)OCC(=O)c3ccc[nH]3)CC2=O)cc1 (stereo not drawn)	0%	-4%	7%
41	CC(C)Oc1ccc(Nc2ncnc3ccccc23)cc1	4%	0%	18%
42	COC(=O)c1ccccc1NC(=O)CSc1nncn1-c1cccnc1	3%	1%	3%
43	O=C1NC2(CCOc3ccccc32)C(=O)N1CC(=O)N(Cc1ccccc1)C1CCS(=O)(=O)C1 (stereo not drawn)	-2%&-6%	2%	-2%
44	Cc1cc(C(=O)OCC(=O)N2CCc3ccccc32)ccc1[N+](=O)[O-]	x	-2%	6%
45	Cc1ccc(CCN2CC(C(=O)NCCc3ccccc3)CC2=O)cc1 (stereo not drawn)	10%	4%	7%

#	tuberculosis growth	inhibitors of VEEV
31	-14%	0.7%
32	37%	2.4%
33	7%	1.1%
34	-6%	i
35	-2%	x
36	21%	u
37	-12%	1.2%
38	7%	i
39	4%	2.5%
40	2%	2.1%
41	68%	2.8%
42	17%	3.8%
43	7%	i
44	8%	0.5%
45	2%	1.8%

#	compound	PhoP GFP inhibition	H1N1 NS1A inhibition	M. tuberculosis HTS
46	Cc1cc(SCC(=O)Nc2ccccc2)n2ncc(-c3ccccc3)c2n1	-8%	-1%	0%
47	CCCCNc1ccc2oc(-c3ccc(OC)cc3)c(-c3ccc(OC)c(F)c3)c2c1	x	6%	-7%
48	COC(=O)Cc1c(C)c2ccc(OCC(=O)c3ccc(OC)c(OC)c3)cc2oc1=O	7%	x	-8%
49	CC(=O)OC1(C(F)(F)F)Oc2ccccc2NC1=O (stereo not drawn)	-5%	-2%	-14%
50	CC(C)(C)NC(=O)C(c1ccco1)N(C(=O)Cn1nnc(-c2ccc(F)cc2)n1)c1ccccc1F (stereo not drawn)	-10%	7%	-5%
51	COc1ccc(NC(=O)CSCC(=O)Nc2ccc(S(=O)(=O)N3CCCCC3)cc2)cc1	-7%	12%	-18%
52	Cc1ccc2[nH]c(C(F)(F)F)cc(=O)c2c1	5%	-6%	-3%
53	O=C(Nc1nnc(CCS(=O)(=O)c2ccc3ccccc3c2)s1)c1ccc([N+](=O)[O-])cc1	-5%	-5%	1%
54	O=C1/C(=C/c2ccc(O)c([N+](=O)[O-])c2)SC(=S)N1Cc1ccccc1	-11%	8%	6%
55	CCN(CC)C(=O)C1CCCN(c2ccc([N+](=O)[O-])cc2/C=N/NC(=O)c2cccc(Br)c2)C1 (stereo not drawn)	-5%	1%	-5%
56	Cc1ccc(S(=O)(=O)N2CCCC(C(=O)NCc3ccccn3)C2)cc1 (stereo not drawn)	0%	8%	-3%
57	COC(=O)C1=C(c2ccccc2)C[C@@H]2CC[C@H]1N2C(=O)NC(C)C	-4%	-4%	-1%
58	C=CCn1c(Cc2nc3ccccc3[nH]2)n[nH]c1=S	-11%	9%	-4%
59	CC1(C)CC(=O)C2=C(C1)N(c1ccc(F)cc1)C(=O)NC2(C(F)(F)F)C(F)(F)F	-6%	-7%	-1%
60	Cc1nc2nc[nH]n2c(=O)c1NC(=O)CCc1ccccc1	-6%	1%	10%

#	tuberculosis growth	inhibitors of VEEV
46	0%	2.1%
47	15%	1.4%
48	8%	x
49	-2%	i
50	20%	0.6%
51	10%	4.1%
52	16%	5.7%
53	-9%	1.1%
54	79%	0.1%
55	26%	8.3%
56	-5%	0.2%
57	-3%	0.1%
58	-4%	1.7%
59	7%	0.9%
60	-22%	i

#	compound	PhoP GFP inhibition	H1N1 NS1A inhibition	M. tuberculosis HTS
61	CC(C)(C)c1csc(NC(=O)c2cccnc2)n1	-2%	2%	-1%
62	Cc1ccc(C(=O)CN2CCN(c3ccccn3)CC2)c(C)c1	x	1%	x
63	O=C1CC(C(=O)Nc2ccc(C(=O)N3CCOCC3)cc2)C2(CCCCC2)O1 (stereo not drawn)	23%	5%	4%
64	O=S(=O)(c1ccccc1C(F)(F)F)N1CCN(S(=O)(=O)c2ccccc2C(F)(F)F)CC1	7%	1%	0%
65	Cc1noc(C)c1COc1ccc2ccc(=O)oc2c1	-8%	6%	2%
66	CC(=NCCN1CCN(C(=S)Nc2ccccc2)CC1)C1=C(O)CC(C)(C)CC1=O	4%	0%	0%
67	NS(=O)(=O)c1ccc(CCNC(=O)c2cncc(Br)c2)cc1	-4%	0%	-13%
68	C#CC1(NC(=O)NS(=O)(=O)c2ccc(C)cc2)CCCCC1	-11%	-16%	-6%
69	CC(=O)[C@H]1[C@H](C#N)C[C@H]2[C@@H]3CC=C4C[C@@H](O)CC[C@]4(C)[C@H]3CC[C@@]21C	-4%	1%	-5%
70	COc1cccc(-c2nc(CS(=O)(=O)CC(=O)Nc3c(C)cccc3C)c(C)o2)c1	0%	5%	2%
71	CSc1ccc(/C=C(/NC(=O)c2ccccc2)C(=O)NCCN2CCOCC2)cc1	-7%	-8%	-14%
72	Cc1csc(NC(=O)CSCC(=O)O)c1-c1nc2ccccc2s1	-3%	2%	-2%
73	Clc1ccc2nc(-c3ccc(Cl)nc3)[nH]c2c1	4%	0%	15%
74	O=C(CN(Cc1ccco1)C(=O)c1cccc(F)c1)Nc1ccccc1C(F)(F)F	x	8%	-7%
75	CN(Cc1ccccc1)C(=O)c1cccc(NC(=O)C2CCCN(C(=O)OC(C)(C)C)C2)c1 (stereo not drawn)	x	-9%	8%
76	O=C(Nc1ccc2oc(-c3ccncc3)nc2c1)c1ccc(Br)o1	15%	5%	9%
77	Cc1ccc(/C=C2\SC(N3CCCCC3)=NC2=O)cc1	-8%	-1%	u

#	tuberculosis growth	inhibitors of VEEV
61	72%	2.5%
62	x	0.4%
63	-6%	0.7%
64	-14%	0.6%
65	-12%	i
66	-8%	1.4%
67	-6%	1.6%
68	3%	0.6%
69	11%	1.1%
70	-12%	i
71	-7%	2.1%
72	8%	2.3%
73	35%	2.7%
74	-2%	2.0%
75	18%	2.3%
76	-1%	0.1%
77	78%	i
